Nrf2 block: inhibitors of Nrf2 signaling; A549 ARE-Fluc reporter, luciferase luminescence, 18-24 h; Potency, µM (top dose mostly 46 µM), inactives show at the highest dose activity change, negative = inhibition, hits mostly inhibitors; actives 2.1% (n = 360,000); also: potency is read from the fitted curve at half-maximal effect; % is scaled to controls: 0 for no effect and ±100 for the full control effect; nearly all actives have a fitted effect of over 60% in size
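A549 ARE_Fluc cells (5000/well, 5% FBS OPTI-MEM) pre-incubated 2 h, then treated with compounds 18-24 h at 37C/5% CO2 in concentration-response. CellTiter-Fluor viability read first; BugLite luciferase luminescence after 15 min at room temperature gives Nrf2 activity.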
HepG2 tox: HepG2 cytotoxicity, counter-screen for TGF-b inhibitors; HepG2 CAGA-GFP viability, ATP luminescence, 18 h; Potency, µM (top dose mostly 46.1 µM), for the others: at the top dose activity change, negative = cytotoxicity, usual class: cytotoxic; actives 0.76% (n = 410,000); AID 588856; also: potency is read from the fitted curve at half-maximal effect; some results filed as inactive show a strong effect at the top dose
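CellTiter-Glo luminescence gave cytotoxicity after 18 hours at 37 degrees C. The cells were HepG2 CAGA-GFP in 1% FBS DMEM, stimulated with 500 pg/mL TGF-beta after compound addition. %Activity was normalised to no-cell wells (complete cell-killing) and DMSO (no toxicity), and curves were fitted and classified.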
ATXN viability: cell viability loss in ATXN counter-screen; Potency, µM (doses to about 56.7 µM), actives largely listed as cytotoxic; actives 0.49% (n = 400,000); S2 cells (HEK-293 line with an ATXN2-luciferase reporter) viability, CellTiter-Fluor protease fluorescence, 24 h; also: potency is read from the fitted curve at half-maximal effect; nearly all actives have a fitted effect of over 40% in size
ATXN2 expr inh: ATXN2 expression inhibition; HEK-293 ATXN2-luciferase reporter, luminescence, 24 h; Potency, µM (titrated, usually from 57 µM), inactives show at the highest dose activity change, negative = inhibition, most hits filed as inhibitors; actives 0.72% (n = 360,000); AID 1745845; also: potency is read from the fitted curve at half-maximal effect; % is scaled to controls: 0 for no effect and ±100 for the full control effect; nearly all actives have a fitted effect of over 55% in size
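qHTS (up to 57 uM final) was run with 24 h compound exposure of reporter cells at 37 °C. Each well was multiplexed: SteadyGlo luminescence measured ATXN2-luciferase expression after a fluorogenic Gly-Phe-AFC viability readout (25 uM final).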
TGFb SMAD3 inh: blocks TGF-b signaling; HepG2 CAGA-GFP TGF-b/SMAD3 reporter, GFP fluorescence, 18 h; TGF-beta stimulated, 500 pg/mL final; Potency, µM (top dose mostly 46.1 µM), inactives show at the top dose activity, negative = inhibition, most hits filed as inhibitors; actives 1.2% (n = 410,000); AID 588855; also: potency is read from the fitted curve at half-maximal effect; % is scaled to controls: 0 for no effect and ±100 for the full control effect; nearly all actives have a fitted effect of over 65% in size
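HEPG2 CAGA-GFP reporter cells (1000/well, DMEM with 1% FBS) received compounds, then recombinant TGF-beta at 500 pg/mL final for 18 hours at 37 degrees C. Per-cell GFP summed per well was normalised to unstimulated and stimulated DMSO controls before curve fitting.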
IL1B secr inh: blocks inflammasome-driven IL-1 beta release; THP-1 LPS/ATP IL-1B secretion, AlphaLISA, 16 h; stronger effect = lower value; activity change, % at 57.5 µM; actives 4.7% (n = 360,000); AID 743279; in the data active = activity change below about -50%; inconclusive = mostly about -30% to -49%; also: % is scaled to controls: 0 for no effect and ±100 for the full control effect
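Secreted IL-1B measured by AlphaLISA bead assay after 16 h compound exposure of THP-1 cells; compounds (final up to 57.5 uM) added 1 h before LPS (250 ng/mL) and ATP (1.25 mM) stimulation; lower signal means less secretion.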
A549 tox: A549 cytotoxicity, counter-screen for Nrf2 inhibitors. A549 ARE-Fluc cells, CellTiter-Fluor viability, 18-24 h. Potency, µM (series often up to 46 µM), inactives show at the top dose activity change, negative = cytotoxicity, hits mostly inhibitors. actives 0.16% (n = 390,000). AID 504648; also: potency is read from the fitted curve at half-maximal effect; % is scaled to controls: 0 for no effect and ±100 for the full control effect
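A549 ARE-Fluc cells in 5% FBS OPTI-MEM, 5000 cells/well, rested 2 h then exposed to compounds in concentration-response for 18-24 h at 37 °C. Viability by CellTiter-Fluor fluorescence (Ex 405/Em 525) after 30 min; luciferase luminescence (BugLite, 15 min, RT) read afterwards.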
Nrf2 activator: activates Nrf2 signaling; AREc32 ARE-luciferase reporter (MCF7-derived line), luminescence, 24 h; Potency, µM (top dose mostly 46.1 µM), for inactives: top-dose activation, actives largely listed as activators; actives 0.31% (n = 410,000); AID 624171; also: potency is read from the fitted curve at half-maximal effect; % of control where 0% means no effect; nearly all actives have a fitted effect of over 65% in size
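Cells of the AREc32 ARE-luciferase line are plated in OPTI-MEM containing 5% FBS and left overnight at 37 deg C. Compounds are pinned in, incubation continues 24 hr, and firefly luciferase signal is then measured.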
MCF10A rereplic: induces DNA re-replication in MCF 10a normal breast cells; MCF 10A DNA re-replication, Hoechst nuclear intensity, 48 h; Potency, µM (doses to about 46.1 µM), without a hit: at the highest dose activity, positive = re-replication, usual class: activators; actives 2.9% (n = 350,000); AID 624296; also: potency is read from the fitted curve at half-maximal effect; % of control where 0% means no effect; nearly all actives have a fitted effect of over 50% in size
* = called active by the depositor; i = inactive; ? = inconclusive; . = no result given; & = joins results of further samples; [ ] = another dose, or the depositor's remark. Unless noted, calls follow the shape of the dose curve; as a rule, active = well fitted curve in the direction sought with a large enough effect; inconclusive = small, poorly fitted or top-dose-only effect, or another doubt; inactive = no such curve, though single readings can be large; an effect the other way counts as inactive or inconclusive.

SMILES | Nrf2 block | HepG2 tox | ATXN viability | ATXN2 expr inh | TGFb SMAD3 inh | IL1B secr inh | A549 tox | Nrf2 activator | MCF10A rereplic
CCSc1nnc(N2C(=O)CC(c3ccsc3)C3=C2CC(C)(C)CC3=O)s1 (stereo not given) | 14% | -4% | i | -9% | -9% | 18 | 1% | 0.2% | -2%
CCOC(=O)c1c(C)oc2ccc(OS(C)(=O)=O)cc12 | -19% | -4% | i | 29% | -3% | -20 | 8% | 3.0% | 6%
COc1ccc(-c2cc(=O)oc3c(C)c(O)ccc23)cc1 | ? | 2% | . | . | 1% | 24 | ? | -1.5% | ?
CC(C)=C1C(=O)NN(c2ccc(C)c(Cl)c2)C1=O | -11% | 3% | i | 0% | -18% | 0 | 0% | 3.1% | -8%
CC1Cc2ccccc2N1C(=O)CSc1ccccc1 (stereo not given) | ? | -9% | i | 19% | -21% | 0 | 3% | 0.7% | -3%
CC1CCCN(C(=O)Cn2nnc(-c3ccc(F)cc3)n2)C1 (stereo not given) | 1% | -1% | i | -5% | 1% | -10 | 2% | -0.2% | -6%
Cc1cccc(-c2ccc3[nH]c4c(c3c2)CCN2C[C@H]3[C@H](C)ON(C)[C@H]3C[C@@H]42)c1 | . | -36% | i | ? | ? | -9 | . | -1.9% | .
COc1ccc(-c2c(C3C4C=CCC(C)C4C(=O)N3Cc3ccccc3)ccc3ccccc23)cc1OC (stereo not given) | 21µM* | -18% | . | . | ? | . | -15% | . | .
O=C(NNc1nc2ccccc2s1)Nc1ccc(Cl)c(Cl)c1 | 0% | -68% | i | . | ? | -2 | 0% | 11% | ?
COC(=O)C1C(O)=C(C=Nc2ccc3ccccc3c2)C(=O)CC1(C)C (stereo not given) | 8% | -1% | i | -22% | 0% | 16 | 3% | 3.1% | ?
CC(C)NC(=O)NC(=O)COc1c(F)c(F)cc(F)c1F | . | -13% | i | -9% | 41%[activator] | 16 | -1% | 0.2% | 14%
Cc1ccc(CN(C)C(=O)CN2C(=O)NC3(CCCc4ccccc43)C2=O)c(C)c1 (stereo not given) | ? | -20% | i | . | -32% | -14 | 15% | -0.7% | -5%
COc1ccccc1-c1nnc(SCC(=O)c2ccc(F)cc2)n1-c1ccccc1 | -19% | -24% | i | -19% | -23% | . | -12% | 3.3% | .
COc1ccc(-c2c(C(=O)O)nc3ccccc3c2C(=O)O)cc1 | . | -15% | i | -3% | 0% | -8 | -2% | 0.1% | -3%
Cc1cc(OCc2cc(C(=O)N(C)C3CCOC3)no2)cc(C)c1Cl (stereo not given) | ? | -17% | i | -32% | -2% | -18 | 2% | 3.3% | 2.3µM*
COc1ccccc1/C(O)=C(\C#N)c1nc2ccccc2[nH]1 | -5% | 1% | i | -20% | 6% | 20 | 13% | 5.5% | 0%
CCN(CC)CCCN(Cc1cc2ccc(C)c(C)c2[nH]c1=O)C(=O)NC1CCCCC1 | . | -26% | i | -13% | 22% | -52* | -2% | 2.0% | -24%
CC(NCC(O)COc1ccc(Br)cc1)c1ccccc1 (stereo not given) | -2% | -65% | i | ? | ? | ? | 17% | 10% | -2%
Cc1cc(=O)[nH]c(N2CCCCC2)n1 | 8% | 5% | i | -10% | -19% | 0 | 1% | 0.3% | 1%
Cc1ccc(NC(=O)C(C)Sc2nc3nc(C)cc(C)n3n2)cc1 (stereo not given) | -10% | 7% | i | 10% | 9% | 17 | 0% | -0.9% | 0%
COc1ccc(S(=O)(=O)N2CCCCCC2)cc1Br | 0% | -3% | i | -4% | -15% | -5 | -17% | 0.5% | ?
Cc1cc(C)c(C#N)c(SCc2c(F)cccc2[N+](=O)[O-])n1 | -14% | -18% | i | 1% | -3% | 7 | 16% | 0.1% | -1%
CC1CCCCC1NC(=S)Nc1ccc(SC(F)F)cc1 (stereo not given) | -106% | -38% | ? | ? | ? | -80* | ? | 6.0% | ?
N/C(=N\OCC(=O)Nc1ccc(F)c(Cl)c1)c1ccccc1 | -3% | -32% | i | -5% | -20% | -2 | 2% | 2.4% | ?
CCN(CC)S(=O)(=O)c1ccc(NC(=O)c2ccc3c(=O)n4c(nc3c2)CCCCC4)cc1 | 9.2µM* | -32% | . | 22µM* | ? | . | ? | 0.4% | .
Cc1csc(/C(C#N)=N/O)n1 | 10% | -1% | i | 9% | -20% | 9 | 1% | -0.5% | -2%
Cc1cc(S(=O)(=O)Nc2ccc(C(=O)NCCCN3CCCC3=O)cc2)ccc1F | 4% | 2% | i | -5% | 6% | 10 | 7% | 0.1% | 1%
CCOC(=O)C1=C(COC(=O)/C=C/c2ccco2)NC(=O)NC1C (stereo not given) | 5% | 2% | i | 10% | 0% | -1 | -8% | 16% | 79%
COc1ccccc1NC(=S)NNC(=O)c1nn(C)c(C)c1Br | ? | -51% | i | 22% | -3% | -8 | 2% | 3.7% | 16%
O=C(Nc1nnc(-c2ccccc2)s1)C1CCCN(C(=O)c2ccoc2)C1 (stereo not given) | 3% | 1% | . | . | 5% | . | 0% | . | .
CSc1ccc(-c2ccco2)nn1 | ? | -17% | i | 0% | -9% | -4 | -1% | 6.4% | 1%
NC(=O)c1cccnc1Oc1cccc(Cl)c1 | -2% | -10% | i | -9% | 9% | 21 | -3% | -0.8% | 10%
CCCCc1nc(SCC(=O)N2CCCC2)c2c(=O)n(C)c(=O)n(C)c2n1 | -1% | 3% | i | -9% | -2% | 67 | 6% | 1.6% | 2%
COc1cc(OC)cc(C(=O)NNC(=O)C2CSC3(C)CCC(=O)N23)c1 (stereo not given) | 5% | -13% | ? | . | 1% | -2 | -2% | -0.6% | -1%
CCOc1ccc(NC(=O)CC2C(=O)N(c3cccc(OC)c3)C(=O)N2CCOC)cc1 (stereo not given) | -12% | 5% | i | -4% | 3% | 5 | 1% | -0.3% | -1%
Cc1noc(C)c1S(=O)(=O)N(C)C[C@H]1Oc2c(NS(=O)(=O)c3cn(C)cn3)cccc2C(=O)N([C@H](C)CO)C[C@@H]1C | -1% | 5% | i | 9% | 27% | 52 | 14% | -0.3% | ?

Some of these compounds in order of their number in Nrf2 activator, highest first.
molecule | Nrf2 activator
CCOC(=O)C1=C(COC(=O)/C=C/c2ccco2)NC(=O)NC1C (stereo not given) | 16%
CSc1ccc(-c2ccco2)nn1 | 6.4%
COc1ccccc1NC(=S)NNC(=O)c1nn(C)c(C)c1Br | 3.7%
CCN(CC)S(=O)(=O)c1ccc(NC(=O)c2ccc3c(=O)n4c(nc3c2)CCCCC4)cc1 | 0.4%
Cc1cc(S(=O)(=O)Nc2ccc(C(=O)NCCCN3CCCC3=O)cc2)ccc1F | 0.1%
Cc1csc(/C(C#N)=N/O)n1 | -0.5%
NC(=O)c1cccnc1Oc1cccc(Cl)c1 | -0.8%

The main list resumes; the 5 compounds before the break are reprinted first.
SMILES | Nrf2 block | HepG2 tox | ATXN viability | ATXN2 expr inh | TGFb SMAD3 inh | IL1B secr inh | A549 tox | Nrf2 activator | MCF10A rereplic
NC(=O)c1cccnc1Oc1cccc(Cl)c1 | -2% | -10% | i | -9% | 9% | 21 | -3% | -0.8% | 10%
CCCCc1nc(SCC(=O)N2CCCC2)c2c(=O)n(C)c(=O)n(C)c2n1 | -1% | 3% | i | -9% | -2% | 67 | 6% | 1.6% | 2%
COc1cc(OC)cc(C(=O)NNC(=O)C2CSC3(C)CCC(=O)N23)c1 (stereo not given) | 5% | -13% | ? | . | 1% | -2 | -2% | -0.6% | -1%
CCOc1ccc(NC(=O)CC2C(=O)N(c3cccc(OC)c3)C(=O)N2CCOC)cc1 (stereo not given) | -12% | 5% | i | -4% | 3% | 5 | 1% | -0.3% | -1%
Cc1noc(C)c1S(=O)(=O)N(C)C[C@H]1Oc2c(NS(=O)(=O)c3cn(C)cn3)cccc2C(=O)N([C@H](C)CO)C[C@@H]1C | -1% | 5% | i | 9% | 27% | 52 | 14% | -0.3% | ?
CCOC(=O)CC1C(=O)NCCN1C(=O)c1ccc(Cl)cc1Cl (stereo not given) | 4% | 12% | i | 9% | 0% | 29 | 0% | -0.2% | 4%
Cc1occc1C(=O)NNC(=O)c1nn(C)c(=O)c2ccccc12 | 0% | -16% | i | 2% | -9% | 14 | 1% | 5.7% | -24%
CCc1ccc(NC(=O)CSc2ccc(-c3cccnc3)nn2)cc1 | ? | -14% | i | -18% | -20% | 64 | 3% | -0.5% | -13%
COc1ccc(C2C(C#N)=C(N)Oc3n[nH]c(-c4ccccn4)c32)c(OC)c1OC (stereo not given) | 5% | -3% | i | 1% | 0% | -11 | -4% | 0.5% | 21%
CN(C)CCCOc1ccc(-c2cccc3nncn23)cn1 | . | 1% | i | -3% | -1% | 14 | . | 0.6% | .
O=C(N/N=C/C=C\c1ccco1)c1cccnc1 | 14% | -10% | i | 11% | 4% | 26 | -11% | ? | 1%
COc1cc(O)c(C(CC(=O)N2CCN(c3ccccc3)CC2)c2cc(OC)c(OC)c(OC)c2)c(OC)c1 (stereo not given) | -8%&0% | -13%&1% | i | 1% | 1%&-2% | -6 | -1%&0% | 4.2% | 17%
COC(=O)[C@@H]1C[C@H]1[C@@H](NC(=O)c1cc(C)on1)c1ccccc1 | 3% | 7% | i | 3% | 7% | 23 | -1% | -0.4% | 6%

Screening results (PubChem)

Compounds were not picked by outcome (roughly 8.8% active in at least one column).
